D2 agonist: HTS Assay for Allosteric Agonists of the Human D2 Dopamine Receptor: Primary Screen for Agonists. actives 0.53% (n = 340,000). HEK293 T-REx D2 cells, calcium flux agonist mode. D(2) dopamine receptor (Homo sapiens), P14416. activation, % at 2 µM;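 active means activation over 3 SD above normal in the single-dose calcium agonist read, cut at about 30% in these data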; further: 0% is about no effect
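Tetracycline-induced HEK293 Trex cells with D2 receptor force-coupled to calcium signaling, plated overnight at 30 C and loaded with no-wash calcium dye. Calcium flux read kinetically for 180 s after compound addition; responses flag agonists.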
D2 antag: HTS Assay for Allosteric Antagonists of the Human D2 Dopamine Receptor: Primary Screen for Antagonists; D(2) dopamine receptor (Homo sapiens), P14416; inhibition, % at 10 µM; HEK293 TREx D2 cells, calcium flux, dopamine EC80; actives 2% (n = 340,000); in the data active means inhibition above about 30%; further: 0% is about no effect
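Calcium mobilization kinetics were recorded at 1 s intervals in tetracycline-induced HEK293 T-REx D2 cells, first for 180 s after compound addition and then 180 s after EC80 dopamine.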
TRHR PAM: qHTS for Small Molecule Agonists and Allosteric Enhancers of Human TRH Receptor: Primary Screen for Enhancers; Thyrotropin-releasing hormone receptor (Homo sapiens), P34981; TRHR cells, fluo-8 calcium fluorescence, EC20 TRH enhancement; enhancement, % at 2 µM; actives 0.66% (n = 360,000); AID 493056, 2011; in the data active means enhancement above about 30%; further: 0% is about no effect
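TRHR-expressing cells loaded with fluo-8 calcium dye were read kinetically (ex 480/em 530) during compound addition, then stimulated with an EC20 of TRH (10 nM final). Enhancement of the Gq-mediated intracellular calcium response was scored.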
RXFP1 agonist: qHTS Assay for Agonists of the Relaxin Receptor RXFP1; Relaxin receptor 1 (Homo sapiens), Q9HBX9; HEK293T-RXFP1 cAMP TR-FRET, 30 min; response scale: percent of porcine relaxin response, buffer zero; Potency, µM (doses to about 57.5 µM), for inactives: top-dose activation, most hits filed as activators; actives 0.3% (n = 370,000); AID 2676, 2010; active means well fitted activation curve with a large enough effect; inconclusive means small, poorly fitted or top-dose-only effect; further: potency means the concentration at half of the fitted maximal effect; on the % scale 0 is the no-effect control and ±100 the full control effect; nearly all actives have a fitted effect of over 60% in size; many of its hits are not listed in these tables
Target sequence (Q9HBX9 whole entry, looked up): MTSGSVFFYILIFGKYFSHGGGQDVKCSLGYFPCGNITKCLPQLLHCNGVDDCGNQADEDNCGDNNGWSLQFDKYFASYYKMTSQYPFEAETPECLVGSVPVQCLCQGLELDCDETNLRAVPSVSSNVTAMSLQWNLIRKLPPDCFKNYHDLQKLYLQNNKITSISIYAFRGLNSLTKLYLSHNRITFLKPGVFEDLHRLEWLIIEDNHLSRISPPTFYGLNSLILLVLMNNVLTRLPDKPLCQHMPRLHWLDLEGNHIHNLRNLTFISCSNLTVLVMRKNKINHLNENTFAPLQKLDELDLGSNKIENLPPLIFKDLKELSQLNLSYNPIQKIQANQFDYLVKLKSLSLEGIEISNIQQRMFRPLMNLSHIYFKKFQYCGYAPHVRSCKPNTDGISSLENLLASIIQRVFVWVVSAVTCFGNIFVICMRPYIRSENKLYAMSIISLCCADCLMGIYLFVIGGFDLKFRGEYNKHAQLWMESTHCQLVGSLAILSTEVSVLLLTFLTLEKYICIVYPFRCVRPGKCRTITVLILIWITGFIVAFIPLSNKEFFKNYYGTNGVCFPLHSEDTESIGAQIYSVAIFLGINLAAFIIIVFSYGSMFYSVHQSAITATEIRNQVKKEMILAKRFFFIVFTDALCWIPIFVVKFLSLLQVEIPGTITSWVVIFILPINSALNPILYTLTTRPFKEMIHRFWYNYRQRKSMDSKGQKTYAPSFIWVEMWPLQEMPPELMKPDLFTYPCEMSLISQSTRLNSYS
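cAMP rise read by TR-FRET after 30 min, 37C compound exposure (up to 58 uM) in RXFP1-transfected HEK293 cells with Ro 20174 present. EC50 from Hill-equation fits, with 29 nM porcine relaxin as 100% and buffer as basal.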
D1 ag: Allosteric Agonists of the Human D1 Dopamine Receptor: qHTS; D(1A) dopamine receptor (Homo sapiens), P21728; HEK293 T-REx D1 cells, calcium flux, agonist mode; activation, % at 2 µM; actives 1% (n = 360,000); in the data active means activation above about 30%; further: 0% is about no effect
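Agonism was scored from calcium flux recorded over 180 s (1 read/s) after pintool compound addition, following a 10-cycle baseline. Cells were inducible force-coupled HEK293 TREx D1, plated overnight at 30 C and loaded with no-wash calcium dye.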
D1 potentiator: Potentiators of Human D1 Dopamine Receptor: qHTS; D(1A) dopamine receptor (Homo sapiens), P21728; HEK293 TREx D1 cells, calcium flux, dopamine EC20 potentiation; potentiation, % at 10 µM; actives 0.036% (n = 360,000); AID 504651, 2011; in the data active means potentiation above about 30%; further: 0% is about no effect
D2 PAM: HTS Assay for Positive Allosteric Modulators of the Human D2 Dopamine Receptor: Primary Screen for Potentiators | D(2) dopamine receptor (Homo sapiens), P14416 | HEK293 T-REx D2, calcium flux, EC20 dopamine potentiation | potentiation, % at 10 µM | actives 0.34% (n = 340,000) | AID 485347, 2010;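 active means potentiation over 3 SD above the plate norm, cut at about 30% in these data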; further: 0% is about no effect
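Potentiation of an EC20 dopamine calcium response is measured in a force-coupled, tetracycline-inducible Hek293 Trex D2 line. Compound-only kinetic reads over 180 s flag agonists before dopamine addition.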
D1 antagonist: Antagonist of Human D 1 Dopamine Receptor: qHTS; activity change, negative = inhibition, % at 10 µM; HEK293 TREx D1 cells, calcium flux, dopamine EC80; hits give low values; D(1A) dopamine receptor (Homo sapiens), P21728; actives 3.2% (n = 360,000); in the data active means activity change below about -30%; further: on the % scale 0 is the no-effect control and ±100 the full control effect
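After overnight tetracycline induction at 30 C, force-coupled D1 HEK293 cells took up a no-wash calcium dye at room temperature. Compounds were added and monitored 180 s, and the response to EC80 dopamine was then recorded.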
RXFP1 antagonist: qHTS Assay for Antagonists of the Relaxin Receptor RXFP1; Relaxin receptor 1 (Homo sapiens), Q9HBX9; HEK293-RXFP1, relaxin-stimulated cAMP HTRF, 30 min; hits give low values; activity change, negative = inhibition, % at 57.5 µM; actives 0.59% (n = 350,000);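 active means activity change of -60% or lower, but not beyond a set lower limit; inconclusive means change between -60% and -40%, or beyond the set limit; inactive means change above -40%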; further: on the % scale 0 is the no-effect control and ±100 the full control effect
* marks the source's active call; other numbers are inactive results; ? = inconclusive; . = no result given; & = joins results of further samples. The list is partial; the hit share may differ from the screen's.

SMILES	D2 agonist	D2 antag	TRHR PAM	RXFP1 agonist	D1 ag	D1 potentiator	D2 PAM	D1 antagonist	RXFP1 antagonist
COc1cc(-c2ccc3c(=O)c4ccccc4n(C)c3c2)cc(OC)c1OC	0.0	8	6	3.0%	0	-3	9	-8	.
Cc1ccc2nc(COc3ccccc3NC(=O)Nc3ccc(F)c(Cl)c3)cc(=O)n2c1	-1.4	.	-5	12%	9	-4	5	-19	-11
Cc1ccccc1C(=O)NC1CCN(CC(=O)NCc2ccc(F)cc2)CC1	0.5	4	1	2.5%	3	-4	-9	3	2
OCC1CCCCN1C(=S)NCc1ccco1 (stereo not given)	0.7	8	-7	-0.5%	0	2	-6	-23	-5
CC(O)c1nc2ccccc2n1CCCc1ccccc1 (stereo not given)	-0.2	4	7	0.1%	18	-3	3	1	-3
CC(CNC(=O)c1cc2cc(S(=O)(=O)N3CCCCC3)ccc2n1C)c1ccccc1 (stereo not given)	0.3	.	-5	0.1%	8	-5	.	-16	-10
COc1ccc(-n2c(=O)c3c(c4cc(OC)ccc4n3C)n(Cc3cc(C)ccc3C)c2=O)cc1	0.8	.	3	5.0%	-1	-3	4	-74*	.
Cn1c(CCN2CCCCC2)nc2cc(NC(=O)COc3ccccc3)ccc21	-0.1	-11	0	2.7%	3	-3	3	6	-24
CCOC(=O)[C@H]1[C@H]2COc3ccc(Cl)cc3[C@@H]2N2C(=O)CN(Cc3ccc(OC)cc3)C(=O)[C@@]12C	0.1	7	-5	1.7%	4	0	1	.	.
COc1ccc(CCNC(=O)CCc2c(C)nc3c(c(C)nn3-c3ccc(C)c(C)c3)c2C)cc1OC	-0.2	.	1	8.6%	3	-1	.	33	.
Cc1ccc(S(=O)(=O)N(Cc2cc3ccccc3[nH]c2=O)c2cccc(C)c2)cc1	0.3	-24	-4	2.6%	4	0	-4	8	17
CCOC(=O)C1=C(O)/C(=C\c2ccc(CNS(=O)(=O)c3ccc(Br)cc3)o2)N=C1C	1.2	0	-1	0.3%	3	10	4	2	-11
CC(NC(=O)c1cc2ccccc2o1)c1cccs1 (stereo not given)	.	.	6	1.9%	3	-4	.	9	1
CCC(=O)Nc1cccc(C2=NOC3(C2)C[C@@H](C(N)=O)N(C(=O)c2cc([N+](=O)[O-])cc([N+](=O)[O-])c2C)C3)c1 (stereo not given in full)	-0.4	-7	-8	1.2%	8	-3	15	1	.
Cc1ccc(CN2CCSc3ccc(C(=O)N4CCN(c5ccc(Cl)cc5)CC4)cc32)cc1	0.3	.	6	6.2%	0	0	1	5	-3
COC(=O)c1[nH]c2ccc(C)cc2c1NC(=O)CN1CCN(c2ccc(F)cc2)CC1	-0.1	8	3	2.7%	3	2	-28	-9	5
CCOC(=O)c1oc2ccc(Cl)cc2c1NC(C)=O	-0.4	-3	5	-0.2%	1	5	4	1	-5
CCC(C)N(C(=O)COC(=O)CN=C1NS(=O)(=O)c2ccccc21)C1CCS(=O)(=O)C1 (stereo not given)	0.2	3	19	1.3%	-1	3	18	-5	5
Cc1nc2nc(C)c(NS(=O)(=O)c3ccc(C(C)(C)C)cc3)c(=O)n2[nH]1	0.8	-1	-2	-2.1%	0	0	-1	17	4
O=C(Oc1cccnc1)c1ccc(Cl)cc1	1.8	-5	3	-0.2%	0	0	-1	-1	-12
CC(C)OC(=O)c1cccc(C(=O)OCc2ccco2)n1	-0.7	3	8	-0.3%	4	-6	14	10	-13
Cc1ccc(Nc2nc(C(=O)NCC3CCCO3)cs2)cc1 (stereo not given)	-2.4	-14	0	5.2%	4	-4	-3	-22	-13
CCN(CC)CCNC(=O)c1ccc(NC(=O)c2c(F)cccc2Cl)cc1	.	.	2	2.0%	2	16	.	-2	-4
CCCc1cc(=O)[nH]c2nnc(SCC(=O)Nc3cccc(C)c3)n12	-0.5	.	-4	1.9%	2	3	2	.	-6
CN(Cc1ccco1)C(=O)c1cc2c(s1)-c1ccc(Cl)cc1S(=O)(=O)C2	0.3	-8	-3	1.8%	1	-5	-2	9	7
Cn1c(C(=O)NC2CC2)cc2c(=O)n(C)c3ccccc3c21	0.6	14	4	0.2%	2	.	-2	6	13
O=C(Nc1ccc(F)cc1)C(c1ccccc1)N1CCN(CC(=O)N2CCOCC2)CC1 (stereo not given)	0.3	-2	4	-0.1%	0	-1	10	-4	-4
Cn1cccc1C(=O)OCC(=O)Nc1ccc2c(c1)OCO2	-0.4	3	0	3.3%	4	-1	-8	3	-14
Cc1nc(SCC(=O)N2CCOCC2)c2c(C)c(C)sc2n1	-0.8	-3	17	9.8%	1	-8	-16	-10	8
COc1cc(/C=C(\C#N)c2nc3ccccc3o2)ccc1O	.	.	6	-1.5%	332*	5	.	-5	0

Fetched by compound from the entries so far, four records:
SMILES	D2 agonist	D2 antag	TRHR PAM	RXFP1 agonist	D1 ag	D1 potentiator	D2 PAM	D1 antagonist	RXFP1 antagonist
Cc1ccc(Nc2nc(C(=O)NCC3CCCO3)cs2)cc1 (stereo not given)	-2.4	-14	0	5.2%	4	-4	-3	-22	-13
CCCc1cc(=O)[nH]c2nnc(SCC(=O)Nc3cccc(C)c3)n12	-0.5	.	-4	1.9%	2	3	2	.	-6
CCN(CC)CCNC(=O)c1ccc(NC(=O)c2c(F)cccc2Cl)cc1	.	.	2	2.0%	2	16	.	-2	-4
Cc1nc(SCC(=O)N2CCOCC2)c2c(C)c(C)sc2n1	-0.8	-3	17	9.8%	1	-8	-16	-10	8

Next section
SMILES	D2 agonist	D2 antag	TRHR PAM	RXFP1 agonist	D1 ag	D1 potentiator	D2 PAM	D1 antagonist	RXFP1 antagonist
Cc1nc2c(-c3ccccc3)c(C)[nH]n2c(=O)c1Cc1ccc(C(C)C)cc1	-1.4	.	1	3.2%	1	-3	-21	24	-4
O=C(/C=C/c1ccc2c(c1)OCO2)NC1CCCC1	0.6	5	-7	-1.7%	2	-19	-8	-11	10
COc1ccc(CNC(=O)C2CCCN(S(=O)(=O)c3c(C)noc3/C=C/N(C)C)C2)cc1 (stereo not given)	.	.	-4	1.2%	-1	10	.	10	?
Cc1ccc(NC(=O)[C@@H]2CCC(=O)N2C2OC(=O)c3ccccc32)cc1Cl (stereo not given in full)	0.7	2	68*	1.8%	-1	-5	2	5	.
O=C(c1ccc2c(c1)N(Cc1ccc(F)cc1)C(=O)CS2)N1CCOCC1	0.0	-15	-4	-1.3%	4	-4	6	2	16
Cc1ccc(C)c(Cn2nnc3c(=O)[nH]c(C4CCN(C(=O)c5ccco5)CC4)nc32)c1	-1.8	9	-2	1.1%	2	-2	.	8	1
C=CCn1c(SCC(=O)c2c(N)n(C)c(=O)n(C)c2=O)nnc1-c1ccccc1F	0.6	1	1	7.5%	3	-4	-1	3	2
COc1ccccc1-n1c(CNC(=O)c2ccc(S(=O)(=O)N3CCCCC3)cc2)n[nH]c1=S	1.7	-6	15	0.4%	2	-7	-4	3	-2
CCc1cccc(OCCCCN(CC)CC)c1	-0.2	0	7	-1.0%	4	0	6	7	-8
C/C(=N\Nc1ccc(Cl)c(C(=O)O)c1)c1ccc(N2CCOCC2)cc1	2.0	33*	6	0.0%	-1	-1	-1	-1	-4
C=C(C)COc1ccc(-c2[nH]ncc2-c2ccc(OC)cc2)c(O)c1	.	-14	-5	2.7%	2	1	9	-19	-64*
Nc1c(N(CCO)C(=O)COc2ccc(Cl)cc2)c(=O)[nH]c(=O)n1Cc1ccccc1	1.2	5	0	0.1%	1	7	-9	11	-3
Cc1cc(C(=O)Cn2nnc(-c3ccc(Cl)cc3)n2)c(C)n1CC1CCCO1 (stereo not given)	0.8	21	-2	0.4%	10	-6	-1	-11	-4
COc1cc(OC)cc(-c2c(-c3cccs3)c3cc(-c4cnc(OC)nc4)ccc3n2C)c1	-0.2	-16	1	1.7%	0	-3	19	.	.
Cc1cc(C)nc(Sc2ccc3nnnn3n2)n1	1.1	-5	-1	1.9%	2	-3	10	-7	-13
CS/C(=N\S(=O)(=O)c1cccs1)NC(=O)CSc1nc2ccccc2s1	.	.	2	0.7%	3	-3	.	5	-15&-9
O=S(=O)(c1ccc(-n2cnnn2)cc1)N1CCN(c2cccc(C(F)(F)F)c2)CC1	-0.6	.	-3	0.6%	0	-1	-4	7	-2
CCN(CC)S(=O)(=O)c1ccc(N2CCOCC2)c(NC(=O)COc2ccc(OC)cc2)c1	0.3	2	1	1.5%	1	0	4	1	2
COc1cccc(-c2cc(C(=O)Nc3cc(OC)c(OC)c(OC)c3)on2)c1	1.0	.	7	-0.1%	2	-4	-10	-6	-9
CCOc1ccc(-c2nnc(SCc3nc4ccccc4[nH]3)n2N)cc1	0.7	2	-3	-3.3%	-1	-4	-4	-15	-10
COCCNC(=O)NC(=O)COC(=O)Cc1ccc2c(c1)OCCO2	0.3	-7	-2	-0.6%	0	2	2	1	-30
CC(C)c1nnc(SCC(=O)NCCC2=CCCCC2)n1N	-0.3	-20	-1	-1.6%	-2	1	7	.	-2
COCCNC(=O)c1ccc(N2CC3CC(C2)c2cccc(=O)n2C3)c(NC(=O)c2cc(OC)cc(OC)c2)c1 (stereo not given)	-0.9	9	1	-0.9%	1	0	15	-3	-36
Cc1n[nH]c(=O)c2c(NC(=O)CSc3ccccc3F)oc(C)c12	-1.7	1	-2	-0.1%	3	-4	6	5	6
CC(=O)c1ccc(NC(=O)CCn2cccn2)cc1	-0.9	.	7	-0.9%	0	2	-7	5	2
COc1ccc(Cn2c(-c3ccco3)nc3c(c(=O)c4ccccc4n3C)c2=O)cc1	5.7	2	-9	-0.9%	13	2	7	-21	-5
Cc1ccc(CN2CCc3nc(N4CCN(C)CC4)ncc3C2)cc1	1.2	.	-1	-0.7%	4	-1	-7	-8	-8
COc1ccc(Nc2ncc(C(=O)N3CCN(c4ccc(OC)cc4)CC3)c3ccccc23)cc1	0.8	.	0	1.9%	2	-1	1	-17	.
